High-throughput results from PubChem BioAssay.
MLL CXXC-DNA inh: inhibitors of human MLL CXXC domain-DNA interaction | MLL-CXXC / FITC-HOXA9 DNA fluorescence polarization | AID 2662 | 290,000 compounds, 0.037% hits | Potency, µM (titrated, usually from 115 µM), for the others: at the highest dose activity change, negative = inhibition, actives largely listed as inhibitors; active means well fitted inhibition curve with a large enough effect in the polarisation, with a control signal flat, not every such curve was filed as active; inconclusive means small, poorly fitted or top-dose-only effect, or effect the other way, or a change in a side signal; inactive means no such curve, though single readings can be large or run the other way; the % refers to the polarisation; further: potency means the concentration at half of the fitted maximal effect
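Purified MLL-CXXC (added from a 7 uM solution) was preincubated 5 min at ambient with pinned compounds in 50 mM Tris-HCl pH 7.5, 50 mM NaCl, 1 mM DTT, 0.05% BSA. Fluorescein-labeled HOX-A9 DNA (50 nM solution) followed, 30 min, then polarization read.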
Menin MLL FP TR: displaces Texas Red mutant MLL peptide from human menin; O00255; Menin + Texas Red MLL mutant peptide, fluorescence polarization; Potency, µM (doses to about 61.6 µM), without a hit: at the highest dose FP activity change, negative = inhibition, hits mostly inhibitors; 270,000 compounds, 0.23% hits; active means well fitted inhibition curve with a large enough effect in the polarisation, with a control signal flat, not every such curve was filed as active; inconclusive means small, poorly fitted or top-dose-only effect, or effect the other way, or a change in a side signal; inactive means no such curve, though single readings can be large or run the other way; the % refers to the polarisation; further: potency means the concentration at half of the fitted maximal effect; % of control where 0% means no effect; many of its hits are not listed in these tables
FBPA coupling cs: coupling enzyme interference in Giardia aldolase counter-screen | coupling enzyme system counterscreen, AmpLite Red fluorescence | AID 2472 | 290,000 compounds, 0.67% hits | activity change, negative = inhibition, % at 58.2 µM, hits read low; in the data active means activity change below about -30%; further: on the % scale 0 is the no-effect control and ±100 the full control effect
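Activity here indicates interference with the coupling reaction, not aldolase inhibition. Compounds at 57.5 uM final met coupling enzymes for 10 min at RT; substrate and AmpLite Red detection followed, with a 525/598 nm fluorescence read after 20 min.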
GALK inhibitor: galactokinase (human) inhibition. AID 1868. Potency, µM (doses to about 57.5 µM), without a hit: at the highest dose activity change, negative = inhibition, actives largely listed as inhibitors. 270,000 compounds, 0.007% hits. Purified GALK, Kinase-Glo residual ATP luminescence; further: potency means the concentration at half of the fitted maximal effect; on the % scale 0 is the no-effect control and ±100 the full control effect
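Human GALK (5 nM) with 35 uM ATP and 100 uM galactose in 20 mM HEPES pH 8.0, 5 mM MgCl2, 60 mM NaCl, 1 mM DTT, 0.01% BSA. After 1 h at room temperature, leftover ATP was read by Kinase-Glo Plus luminescence.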
PKM2 activator: increases activity of human pyruvate kinase M2 | P14618 | purified PKM2, Kinase-Glo ATP luminescence, activation; response scale: 0% is enzyme alone, no compound | Potency, µM (highest dose often 57.5 µM), for inactives: at the highest dose activation, usual class: activators | 260,000 compounds, 0.34% hits | AID 1631; further: potency means the concentration at half of the fitted maximal effect; on the % scale 0 is the no-effect control and ±100 the full control effect; nearly all actives have a fitted effect of over 55% in size
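Purified hPK-M2 (>95% pure) converted ADP (0.1 mM final) to ATP with 0.5 mM PEP in 50 mM imidazole pH7.2, KCl, MgCl2, Tween 20, BSA; 1 h at room temperature. ATP detected by Kinase-Glo luminescence.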
USP2a inh: USP2a (human) protease inhibition. O75604. USP2 core, Ub-CHOP2 coupled fluorogenic reporter, 485/531. Potency, µM (highest dose often 38.3 µM), for inactives: at the highest dose activity change, negative = inhibition, actives largely listed as inhibitors. 330,000 compounds, 0.01% hits;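 further: potency means the concentration at half of the fitted maximal effect; plate controls were DMSO wells for no effect and full inhibition by NEM control for full effect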
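USP2 core (10nM final) preincubated 30min RT with compound in 20mM Tris-HCl pH 8.0, 2mM CaCl2, 2mM beta-mercaptoethanol, 0.05% CHAPS; 25nM Ub-CHOP2 plus 25nM reporter substrate added, fluorescence (Ex485/Em531) read after 60min.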
B2AR arrestin: agonists driving beta-arrestin recruitment to human beta2-adrenergic receptor; Potency, µM (titrated, usually from 46.1 µM), inactives show at the top dose activation, usual class: activators; beta-arrestin recruitment to beta2AR, cell-based reporter; 330,000 compounds, 0.02% hits; P07550;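 further: potency means the concentration at half of the fitted maximal effect; 0% = DMSO controls and full agonism = EC100 isoproterenol or metaproterenol; nearly all actives have a fitted effect of over 65% in size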
KCNH2 WT inh: inhibitors of human wildtype KCNH2 potassium channel; Q12809; 340,000 compounds, 0.37% hits; activity change, % at 1.84 µM; U2OS, BacMam KCNH2, thallium flux FluxOr; active compounds read low;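 active means maximum activity change below -70%; inconclusive means maximum activity change between -70% and -50%; inactive means maximum activity change above -50%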; further: on the % scale 0 is the no-effect control and ±100 the full control effect
Target sequence (Q12809 whole entry, looked up): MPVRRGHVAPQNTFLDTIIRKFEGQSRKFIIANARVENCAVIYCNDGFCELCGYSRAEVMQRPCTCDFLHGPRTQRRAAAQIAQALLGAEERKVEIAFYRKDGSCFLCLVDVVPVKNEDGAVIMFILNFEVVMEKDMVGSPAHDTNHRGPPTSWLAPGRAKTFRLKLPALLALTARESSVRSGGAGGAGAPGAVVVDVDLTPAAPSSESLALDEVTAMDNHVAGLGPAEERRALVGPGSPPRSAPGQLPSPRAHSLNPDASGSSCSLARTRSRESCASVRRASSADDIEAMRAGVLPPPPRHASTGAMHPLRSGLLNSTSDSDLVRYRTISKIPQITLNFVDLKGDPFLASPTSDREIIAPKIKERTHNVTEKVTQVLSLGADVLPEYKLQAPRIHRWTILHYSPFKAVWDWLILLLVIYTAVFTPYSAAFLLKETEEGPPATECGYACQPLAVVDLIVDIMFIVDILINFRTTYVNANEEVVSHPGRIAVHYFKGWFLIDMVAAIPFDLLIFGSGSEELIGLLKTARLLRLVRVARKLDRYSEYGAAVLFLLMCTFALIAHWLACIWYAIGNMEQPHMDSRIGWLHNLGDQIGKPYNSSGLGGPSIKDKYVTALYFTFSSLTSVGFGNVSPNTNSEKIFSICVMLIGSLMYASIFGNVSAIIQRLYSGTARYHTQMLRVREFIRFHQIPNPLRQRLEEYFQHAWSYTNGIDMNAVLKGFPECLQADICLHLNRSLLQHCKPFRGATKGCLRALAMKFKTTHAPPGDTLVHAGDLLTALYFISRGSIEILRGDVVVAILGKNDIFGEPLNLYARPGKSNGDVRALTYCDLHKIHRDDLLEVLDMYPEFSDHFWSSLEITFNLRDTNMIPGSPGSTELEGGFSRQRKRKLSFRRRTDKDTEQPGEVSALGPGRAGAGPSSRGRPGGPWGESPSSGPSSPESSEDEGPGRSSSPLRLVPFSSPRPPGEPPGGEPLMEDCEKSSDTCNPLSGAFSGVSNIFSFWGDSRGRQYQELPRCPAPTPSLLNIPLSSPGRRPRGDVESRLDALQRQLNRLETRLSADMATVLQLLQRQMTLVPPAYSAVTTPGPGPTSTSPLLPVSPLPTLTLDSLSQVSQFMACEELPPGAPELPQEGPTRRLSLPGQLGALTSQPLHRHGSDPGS
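U2OS cells were transduced with wild-type KCNH2 virus (2.03 x 10^8 / mL) for 4 h at room temperature, then cultured overnight at 37 C. Thallium flux was read with FluxOr dye. Rate constants were normalized to DMSO controls.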
Giardia kill: Giardia lamblia killing; 340,000 compounds, 0.15% hits; Giardia lamblia trophozoite viability; activity change, % at 7.66 µM, hits read low; in the data active means activity change below about -80%; inconclusive means between about -30% and that limit;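 further: parasites exposed to compound for two days anaerobically before the ATP read; on the % scale 0 is the no-effect control and ±100 the full control effect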
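Luminescence from cellular ATP indicates surviving trophozoites (100 cells/well) following 48 hrs anaerobic compound treatment at 37 deg C; signal develops 15-30 min at room temperature.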
KCNH2 3.1 inh: blocks the human KCNH2 3.1 channel isoform | AID 720553 | 340,000 compounds, 0.95% hits | activity change, % (tested at about 1.8 µM) | U2OS KCNH2 3.1, thallium flux FluxOr; active compounds read low;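 active means maximum activity change below -70%; inconclusive means maximum activity change from -70% to -50%; inactive means maximum activity change above -50%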;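 further: thallium influx rate constant from kinetic fluorescence after stimulation buffer; on the % scale 0 is the no-effect control and ±100 the full control effect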
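We transduce U2OS cells with the mutant 3.1 virus, culture them overnight, load FluxOr with Red40 quencher for 45 min, then add stimulation buffer and read kinetically for 2 min to derive a normalized rate constant.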
TRPV1 agonist: human TRPV1 agonism; Q8NER1; TRPV1-expressing cells, Fluo-8 calcium influx, agonist mode; activation, % at 8.33 µM; 320,000 compounds, 0.19% hits; AID 540275; in the data active means activation above about 80%; inconclusive means between about 30% and that limit; further: 0% is about no effect
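TRPV1-expressing cells were cultured overnight at 35.5C and loaded with Fluo-8 calcium dye for 40 to 90 min at room temperature. After a 10 s baseline, compound was added and calcium influx was read kinetically for 3 min (ex 480/em 520 nm).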
* hit, by the source's call; ? = inconclusive; / = not tested or not shown; [ ] = dose if it differs, or a comment. Unless noted, the call rests on the fitted dose curve; in most records, active means well fitted curve in the direction sought with a large enough effect; inconclusive means small, poorly fitted or top-dose-only effect, or another doubt; inactive means no such curve, though single readings can be large; an effect the other way counts as inactive or inconclusive.

SMILES | MLL CXXC-DNA inh | Menin MLL FP TR | FBPA coupling cs | GALK inhibitor | PKM2 activator | USP2a inh | B2AR arrestin | KCNH2 WT inh | Giardia kill | KCNH2 3.1 inh | TRPV1 agonist
S=c1[nH]nc(-c2ccncc2)n1Cc1ccco1 | 4% | -6% | 2 | -2% | -29% | -5% | 3.1% | 7 | -12 | 1 | -8
COC(=O)c1sc2nc3c(cc2c1N)C(=O)CC(C)(C)C3 | 7% | 0% | 2 | 7% | -3% | 1% | -0.3% | -8 | -3 | 11 | 0
COc1ccc(S(=O)(=O)N2CCCCC2)cc1NC(=O)c1ccc2ccccc2n1 | 8% | -2% | -1 | 3% | 4% | 2% | -0.5% | -9 | 6 | -15 | -1
COc1ccc(NC(=O)c2c(-c3c(Cl)cccc3Cl)noc2C)cn1 | 7% | / | / | 0% | 2% | 0% | 1.2% | -4 | 6 | 3 | 1
O=C(/C=C/c1ccc2c(c1)OCO2)Nc1nc(-c2ccc(F)cc2F)cs1 | 9% | ? | 1 | -2% | -4% | 3% | -0.2% | / | / | / | 2
Cc1nn(-c2ccccc2)c2c1cc1c(=O)n(C)c(=O)nc-1n2-c1ccccc1F | 1% | / | 6 | 5% | -5% | 0% | 0.4% | -10 | 16 | 10 | 0
Cc1nc2ccccn2c1C(=O)NN=C1CCCC1 | -7% | 14% | 1 | -2% | -2% | -4% | 0.0% | / | 12 | -26 | -1
O=C1/C(=C/c2ccc3c(c2)OCO3)Oc2cc(OCC(=O)N3CC(O)C[C@H]3C(=O)O)ccc21 (stereo not given in full) | 24% | ? | 0 | / | -6% | 4% | -0.7% | 3 | 5 | -2 | 4
CC(=NNC(=O)c1cccs1)c1ccc2c(c1)OCCO2 | / | / | / | / | / | -1% | -0.9% | 20 | 2 | 9 | /
Nc1nnc(SCC(=O)Nc2cccc(S(N)(=O)=O)c2)s1 | 1% | 4% | 4 | 11% | / | -1% | 0.3% | 1 | ? | 2 | 0
CN(c1ccc(F)cc1)S(=O)(=O)c1ccc(Cl)c(C(=O)NCC(c2ccco2)N2CCCCC2)c1 (stereo not given) | / | / | / | / | / | 3% | -0.7% | 6 | 7 | -32 | 2
O=C(NCCOc1ccccc1)C1CCC(=O)N(CCN2CCOCC2)C1 (stereo not given) | 0% | -1% | 0 | 0% | / | 1% | -0.1% | 8 | -2 | -11 | 3
COc1ccc(OC)c(NC(=O)COC(=O)c2ccc(S(=O)(=O)N3CCOCC3)cc2)c1 | 3% | 18% | 2 | 11% | -4% | -2% | 0.0% | -2 | -1 | -3 | 2
CSCSC1=C(C#N)C(c2ccc(Cl)cc2)C(C(C)=O)=C(C)N1 (stereo not given) | 4% | 9% | 0 | -2% | -15% | 2% | 0.1% | / | / | / | 1
COc1ccccc1NC(=O)CC(=O)c1cccc([N+](=O)[O-])c1 | 7% | ? | -1 | 0% | / | 0% | -0.8% | -16 | 11 | 1 | -1
N#Cc1c2c(c[nH]c1=O)CCN2Cc1ccccc1 | 5% | -17% | -3 | 1% | 14% | -7% | -0.3% | -4 | 2 | -12 | 0
Cc1c(C(=O)Nc2ccc(F)cc2)cn2c(nc3ccccc32)c1C#N | 0% | / | 3 | -1% | 1% | 1% | 0.1% | 2 | -1 | -6 | -2
Cc1cc(SC(C)C(=O)NCC(=O)Nc2ccc(F)c(F)c2F)nc2ccccc12 (stereo not given) | 9% | ? | 2 | -3% | -4% | 4% | -0.4% | -12 | 15 | -3 | -3
COc1ccc(N2CCN(C(C)C(=O)N(C)Cc3ccccc3)CC2)cc1 (stereo not given) | 3% | -27% | 8 | 0% | / | -1% | -0.2% | -2 | 1 | -2 | 3
O=S(=O)(c1ccccc1)N1CCN(c2ncnc3scc(-c4ccccc4)c23)CC1 | 16% | -24% | 1 | 1% | 6% | 4% | -0.1% | -6 | 7 | 15 | 16
O=C1CCCN1CCC1CCN(C2CC(=O)N(Cc3ccc(N4CCCC4=O)cc3)C2=O)CC1 (stereo not given) | -1% | 6% | 3 | 0% | 8% | 0% | -0.5% | 2 | -21 | 14 | -1
Cc1ccc(CN=c2c([N+](=O)[O-])nn(-c3cccc(C)c3)n2O)cc1 | 5% | 23% | 3 | 0% | -5% | 1% | 0.0% | 4 | -83* | -2 | 0
CCN1CCN(CC#CCOc2ccccc2OC)CC1 | -4% | 6% | 3 | -7% | 1% | 4% | -0.5% | 3 | -8 | 9 | 0
COc1ccccc1C(=O)NC1CCN(C(=O)Nc2ccc(F)cc2)CC1 | 39%[activator] | -3% | 2 | 0% | / | 0% | -0.1% | -2 | 10 | -4 | 24
COc1ccc(C2CN=NC23CCc2ccccc2C3=O)cc1 (stereo not given) | 5% | / | -1 | 6% | 3% | -1% | -0.4% | -2 | 10 | 1 | 13
CCOC(=O)C(=Cc1ccccc1OC)C(=O)OCC | 2% | ? | 0 | -1% | 11% | 10% | -0.4% | -3 | 8 | / | 9
Brc1ccccc1Cn1cnc2ccccc21 | 0% | -38% | 1 | -8% | 0% | -1% | -0.5% | 8 | 18 | 32 | 13
Cc1cc(C)c(NC(=O)CCCN2CCN(C)CC2)c(C)c1 | 1% | 17% | 2 | 1% | 0% | 3% | -0.2% | -10 | 12 | 12 | -4
COc1ccc2c(CC(=O)Nc3ccc(OC)c(S(=O)(=O)N4CCOCC4)c3)coc2c1 | 3% | 36%[activator] | 0 | -1% | 5% | 2% | 0.0% | 0 | 7 | 6 | 0
COc1ccc(CCNC(=O)CC(NS(=O)(=O)c2ccc(NC(C)=O)cc2)C(C)C)cc1OC (stereo not given) | -5% | / | 0 | -2% | 2% | -2% | 0.1% | -2 | 8 | -8 | /
COCCCN(C(=O)c1cc(-c2ccco2)nc2ccccc12)c1c(N)n(Cc2ccccc2)c(=O)[nH]c1=O | / | / | / | / | / | 2% | 0.2% | 6 | 11 | 7 | 2
COC(=O)Cc1cc(OC)c(OC)cc1Cc1cc(OC)c(OC)cc1CC(=O)OC | 12% | -12% | 6 | 2% | 2% | 1% | 0.0% | -4 | 13 | -3 | -3
CC(C)c1[nH]c(=O)c(C#N)c2c1COC(C)(C)C2 | 2% | 5% | 0 | 2% | -11% | 2% | 0.4% | -7 | -17 | 4 | 3
Brc1ccc(C=Nc2ccc(Nc3ccccc3)cc2)s1 | 9% | -14% | -1 | -1% | -5% | 0% | 0.1% | 3 | -12 | -9 | 8
O=C(NNC1=NCCC1)c1cccc(Br)c1 | -11% | 1% | -4 | -2% | -3% | -2% | -0.9% | -1 | 6 | 2 | 2
CSc1nc2c(c(=O)[nH]1)C(c1ccccc1)C1=C(CC(C)(C)CC1=O)N2 (stereo not given) | -3% | -1% | 2 | -1% | 0% | 1% | 0.1% | 6 | 8 | 7 | 1
Cc1ccccc1-n1ncc(C(C)NS(=O)(=O)c2sccc2C)c1C (stereo not given) | 15% | -4% | 2 | -3% | -1% | 1% | -0.9% | 7 | -1 | -3 | -2
COc1ccc(/C=N/NC(=O)c2ccc(NC(=O)c3cccc([N+](=O)[O-])c3)cc2)c(C(=O)O)c1OC | -8% | ? | 1 | 15% | 0% | -6% | 0.2% | -5 | -17 | 7 | 1
CCOC(=O)/C(O)=C(\C#N)c1nc2ccccc2[nH]1 | 35%[activator] | -2% | 3 | 8% | 1% | 1% | -1.1% | -40 | -6 | 7 | 2
COc1ccc(CNS(=O)(=O)c2ccc(F)c(C(=O)Nc3ccc(OC)cc3)c2)cc1 | 0% | 1% | 1 | -2% | -1% | 0% | -0.1% | 10 | -5 | -8 | 2
Cc1ccc(C(=O)NC(=S)Nc2ccccc2C(F)(F)F)c(C)c1 | -1% | -1% | -1 | -2% | 0% | 5% | -0.2% | -3 | 0 | -4 | 2
CCOC(=O)C1CCN(S(=O)(=O)c2cccc(C(=O)Nc3ccccc3)c2)CC1 | 18% | / | / | -2% | 2% | -1% | -0.2% | 22 | -5 | -24 | 16
OCCNc1ncnc2c1ncn2Cc1ccccc1 | -7% | 9% | -1 | 3% | 9% | 0% | 0.1% | -13 | -1 | 4 | -4
CCOC(=O)c1sc(S(C)(=O)=O)c2c1CC(C)(C)C/C2=N/O | 0% | / | 2 | / | -30% | 2% | 0.4% | -2 | 33[activator] | -31 | 9
O=C(NN=Cc1ccc(F)c(F)c1)c1ccc(NS(=O)(=O)c2cccs2)cc1 | / | / | / | / | / | -6% | -0.2% | -37 | 8 | 1 | /
CCOC(=O)c1ccccc1NC(=S)N1CCN(C2CCCCC2)CC1 | 0% | -14% | 2 | 0% | 2% | 9% | 0.0% | 29 | -17 | -2 | 11

Only part of the results is shown, so the mix of outcomes need not match the whole.
